# Dicer inh: blocks human Dicer maturation of pre-miR-21. Q9UPY3. cat-ELCCA pre-miR-21 Dicer processing, chemiluminescence; hits give high values. z-score at 25 µM. hit rate 6% among 47,000; in the data active means z-score above about 3, passing the limit was not always enough;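 further: plate controls were vehicle for no effect and no enzyme for full effect; higher signal means more uncleaved substrate so more Dicer inhibition; strong numbers were not always called active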
# An asterisk follows results filed as active.
SMILES,Dicer inh
CC1CC(=O)c2cn3nc(-c4ccncc4)nc3nc2C1 (configuration not stated),-1.3
Cc1ccc(NC(=O)c2cc(Br)cc3c2OCC3)cc1,-0.84
CCOC(=O)c1csc(-c2ncc(C(F)(F)F)cc2Cl)n1,-0.31
CC1CN(c2ccc(NS(=O)(=O)c3ccccc3)cc2C(=O)O)CC(C)O1 (configuration not stated),-1.3
CCOC(=O)c1cnc(C(F)(F)F)nc1Oc1ccccc1,0.7
O=C(Nc1cc(Cl)cc(Cl)c1)OC1CN(C(c2ccccc2)c2ccccc2)C1,0.41
Clc1ccc2nc(NC3=NCN(Cc4ccccc4)CN3)oc2c1,1.2
Cc1cc2oc3c(c(=O)c2cc1C)C(c1ccc(O)cc1)N(c1ccccn1)C3=O (configuration not stated),-0.97
Cc1cc(C)nc(NC(=O)C(=O)NC(=O)c2c(F)cccc2Cl)n1,0.39
Fc1ccc2nc(C(F)(F)F)cc(N3CCOCC3)c2c1,-0.9
COc1ccc(N2C(=O)C3ON(c4ccccc4)C(c4cc(Br)ccc4O)C3C2=O)cc1 (configuration not stated),2.5
CC(=O)OC1C(=O)OC2[C@@H](C)C(n3ccc(=O)[nH]c3=O)O[C@H]12 (some centres not stated),-0.94
[N-]=C=N[n+]1ccc2ccccc2c1C(=O)c1ccc(Cl)cc1,-1.4
O=C(Cc1cccs1)Nc1ccc(Br)cc1C(=O)O,0.36
O=C(COc1cccc(Br)c1)Nc1nc2ccccc2s1,0.96
O=C(Nc1ccccc1)c1cc2ccccc2c(N=Nc2ccc(Cl)cc2)c1O,-0.1
C#C[C@]1(O)CC[C@H]2[C@@H]3CCc4cc(O)ccc4[C@H]3CC[C@@]21C,-0.13
CCOC(=O)c1c(N)sc2c1CCCC2,-2.1
Cc1cc(-c2nn(C)c(=O)c3ccccc23)cc(C)c1O,-1
C=CCNc1nc2c(c(=O)[nH]c(=O)n2C)n1Cc1ccc(F)cc1,1.7
CCOC(=O)c1c([N+](=O)[O-])c(C(C)(C)C)[nH]c(=O)c1C#N,-0.56
O=C(OCC1OC2C(Oc3nc(=O)ccn32)C1O)c1ccccc1 (configuration not stated),-0.31
Cc1nc(C)nc(N(CCS(=O)(=O)c2ccccc2)CCS(=O)(=O)c2ccccc2)n1,-1.4
COC(=O)c1ccsc1N1C(=O)c2ccccc2C1=O,-1.3
Cc1nn2c3ccccc3n(CC(=O)c3ccc(Cl)cc3)c2nc1=O,-0.34
O=c1[nH]c(=S)[nH]c(O)c1C=Nc1cc(C(F)(F)F)cc(C(F)(F)F)c1,-0.96
Cc1cc(SC(=O)N/C=C/c2ccco2)c(C)cc1Cl,-2.3
O=C(Oc1nnc(SCCS(=O)(=O)c2ccc(F)cc2)n1C1CC1)c1cccs1,5.5
O=C(Nc1ccccc1)Nc1cc(-c2ccccc2)[nH]n1,-1.6
Cc1[nH]c2ccccc2c(=O)c1CN1CCCC1,0.04
CCOc1ccc(C2c3c(oc4ccc(C)cc4c3=O)C(=O)N2c2nccs2)cc1OC (configuration not stated),-1.7
CSc1sc(-c2ccnc(SCCS(=O)(=O)c3ccc(Cl)cc3)n2)c(-c2ccccc2)c1C#N,1.9
CCOC(=O)C(C)Oc1ccc2c(C)cc(=O)oc2c1 (configuration not stated),1.3
COc1ccc(C(=O)CC(Sc2ccccc2)c2ccc(C(C)C)cc2)cc1 (configuration not stated),0.26
CC(=O)Oc1ccc(C2C(C(=O)OC(C)C)=C(C)NC3=C2C(=O)CCC3)cc1 (configuration not stated),0
Cc1cc(S(=O)(=O)/N=C/N(C)C)c(C)cc1Cl,-0.28
CCOC(=O)C(O)(NC(=O)c1cccc(C)c1)C(F)(F)F (configuration not stated),-0.48
OCCNC(=S)NC1CC2C=CC1C2 (configuration not stated),0.82
Cc1cccc(C)c1NC(=S)N(Cc1ccccc1)Cc1ccc2c(c1)OCO2,-0.37
CC1(C)CC(=O)c2c(SCc3ccc(Cl)cc3)sc(C#N)c2C1,7.2
O=c1oc2ccccc2cc1S(=O)(=O)c1ccccc1,-0.85
c1ccc(-c2nnc3sc(-c4cccnc4)nn23)cc1,-0.73
COc1cccc(C2Nc3cccc4cccc(c34)N2)c1,3.2*
O=C1c2cccc3c(N4CCOCC4)ccc(c23)C(=O)N1c1cccc(O)c1,0.21
CSC(=NCCSCc1c(Cl)cccc1Cl)NC#N,-0.9

# Shown bar-delimited: part of the list above.
SMILES | Dicer inh
COC(=O)c1ccsc1N1C(=O)c2ccccc2C1=O | -1.3
Cc1nn2c3ccccc3n(CC(=O)c3ccc(Cl)cc3)c2nc1=O | -0.34
O=c1[nH]c(=S)[nH]c(O)c1C=Nc1cc(C(F)(F)F)cc(C(F)(F)F)c1 | -0.96
Cc1cc(SC(=O)N/C=C/c2ccco2)c(C)cc1Cl | -2.3
O=C(Oc1nnc(SCCS(=O)(=O)c2ccc(F)cc2)n1C1CC1)c1cccs1 | 5.5
O=C(Nc1ccccc1)Nc1cc(-c2ccccc2)[nH]n1 | -1.6
Cc1[nH]c2ccccc2c(=O)c1CN1CCCC1 | 0.04
CCOc1ccc(C2c3c(oc4ccc(C)cc4c3=O)C(=O)N2c2nccs2)cc1OC (configuration not stated) | -1.7
CSc1sc(-c2ccnc(SCCS(=O)(=O)c3ccc(Cl)cc3)n2)c(-c2ccccc2)c1C#N | 1.9
CCOC(=O)C(C)Oc1ccc2c(C)cc(=O)oc2c1 (configuration not stated) | 1.3
COc1ccc(C(=O)CC(Sc2ccccc2)c2ccc(C(C)C)cc2)cc1 (configuration not stated) | 0.26
CC(=O)Oc1ccc(C2C(C(=O)OC(C)C)=C(C)NC3=C2C(=O)CCC3)cc1 (configuration not stated) | 0
Cc1cc(S(=O)(=O)/N=C/N(C)C)c(C)cc1Cl | -0.28
CCOC(=O)C(O)(NC(=O)c1cccc(C)c1)C(F)(F)F (configuration not stated) | -0.48
OCCNC(=S)NC1CC2C=CC1C2 (configuration not stated) | 0.82
Cc1cccc(C)c1NC(=S)N(Cc1ccccc1)Cc1ccc2c(c1)OCO2 | -0.37
CC1(C)CC(=O)c2c(SCc3ccc(Cl)cc3)sc(C#N)c2C1 | 7.2
O=c1oc2ccccc2cc1S(=O)(=O)c1ccccc1 | -0.85
c1ccc(-c2nnc3sc(-c4cccnc4)nn23)cc1 | -0.73

# (list continues)
SMILES,Dicer inh
O=C(CCCO)NCc1ccc(F)cc1,-7.5
COCc1cc(=O)[nH]c(/N=C(\N)Nc2ccc(C)cc2)n1,2.2
CCOc1ccc(C2c3c(oc4ccccc4c3=O)C(=O)N2c2ccc(C)cn2)cc1OCC (configuration not stated),-1.4
Cc1onc(-c2c(F)cccc2Cl)c1C(=O)N[C@@H]1C(=O)N2C(C(=O)O)C(C)(C)S[C@H]12 (some centres not stated),-0.74
CS(=O)(=O)N1CCN(CC(O)Cn2c3ccccc3c3ccccc32)CC1 (configuration not stated),1.4
C=CCSc1nc(C(OC)OC)c(C(=O)OC)cc1C#N,1
CCOc1ccc(C2Nc3ccccc3NC3=C2C(=O)CC(c2ccccc2)C3)cc1 (configuration not stated),3.6*
CC1(C)CC(=O)c2c(oc3ccc(NS(=O)(=O)c4ccc(C(=O)O)cc4)cc23)C1,1.3
CC(C)(C)C(=O)OC[C@H]1O[C@@H](n2cnc3c(N)ncnc32)C[C@@H]1OC(=O)C(C)(C)C,1.4
COC(=O)C1=C(C)NC2=C(C(=O)CC(c3ccccc3Cl)C2)C1c1coc2ccc(C)cc2c1=O (configuration not stated),-1.6
COc1ccccc1OCC(O)CN1C(=O)NC(C)(C)C1=O (configuration not stated),0.77
Cc1oc2ccc(OCc3c(F)cccc3Cl)cc2c1C(=O)O,1.7
CC(C)S(=O)(=O)c1cnc(N2CCOCC2)nc1N,0.3
COc1cc(S(=O)(=O)n2ccnc2C(C)C)ccc1Br,-0.03
O=C1CC(c2ccccc2)CC2=C1C=Nc1ccccc1N2 (configuration not stated),0.23
COC(=O)c1scc(N)c1C(=O)OC,0.23
O=C(O)c1ccc(N2C(=O)C3C4C=CC(CO)(O4)C3C2=O)cc1 (configuration not stated),-2
CCOC(=O)C(=CNCCNc1ccc(C(F)(F)F)cc1[N+](=O)[O-])C(=O)OCC,-0.26
Nc1[nH]c(=O)ncc1F,0.42
NC(=O)c1cnccn1,-0.32
CN(C)c1ccc(C2C3=C(CCCC3=O)Nc3ncnn32)cc1 (configuration not stated),-1.2
Oc1c(C(c2ccncc2)N2CCOCC2)cc(Cl)c2cccnc12 (configuration not stated),-0.74
O=C(Nc1ccc(C(F)(F)F)cc1Cl)Oc1ccccc1,0.36
CCOC(=O)CSC1=C(C#N)C(c2ccco2)C(C(=O)Nc2ccc(Cl)cc2)=C(C)N1 (configuration not stated),-1.3
O=C(/C=C/Nc1ccc(Cl)cc1)c1ccc(Br)cc1,0.11
O=C1CCCCCCCCCCC1CN1CCOCC1 (configuration not stated),-1.1
O=C(NCC1COc2ccccc2O1)C(=O)N1CCCCC1 (configuration not stated),-0.41
Cc1nn(C)c(Sc2ncccn2)c1[N+](=O)[O-],0.27
CC12CC3CC(Br)(C1)CC(C(=O)O)(C3)C2 (configuration not stated),0.64
Cc1c(Br)sc2sc(Br)c(C)c12,0.35
CCOC(=O)NC(=S)Nc1ccc(N2CC(C)OC(C)C2)cc1 (configuration not stated),0.9
C=CCn1c(N)c(C(=O)NC2CCCCC2)sc1=S,-0.52
CCCC(=O)Oc1ccc2c(=O)c(Oc3ccc(OC)cc3)coc2c1,0.81
CC1=CCC2C(=O)N(c3ccc4ccccc4n3)C(=O)C2C1 (configuration not stated),-0.71
S=c1[nH]cnc2sc3c(c12)CCCC3,-1.1
COC(=O)c1ccc(Cl)cc1NC(=O)c1ccccc1Cl,0.31
O=C(CC1(O)C(=O)Nc2ccccc21)c1ccncc1 (configuration not stated),-1.1
S=C(Nc1ccc(Cl)cc1Cl)N1CCCC1c1cccs1 (configuration not stated),0.54
CS(=NC(=O)c1cccc(Cl)c1)c1ccc(OC(=O)c2ccc(Cl)cc2)cc1 (configuration not stated),-1.2
COc1ccc(/C=C(\C#N)C(N)=S)cc1,-0.76
COc1cc2c(cc1OC)C1N(CC2)C(C(C)=O)=NN1c1ccc(C)cc1 (configuration not stated),1.3
CCOC(=O)c1sc2ncn3c(-c4ccccc4)nnc3c2c1C,-1.7
CC(C)c1ccc(-n2ncc3ccccc3c2=O)cc1,-0.44
COc1ccc(NCC(O)Cn2c3ccccc3c3ccccc32)c(OC)c1 (configuration not stated),0.29
C=CCOC(=O)c1sc(N2C(=O)c3oc4ccccc4c(=O)c3C2c2cccc(OC)c2)nc1C (configuration not stated),0.56
CC(=O)c1cnn(-c2c(Cl)cc(Cl)cc2Cl)c1C,-0.42
CCO/C=C(\C#N)S(=O)(=O)C(C)(C)C,0.23
O=C1OC(c2ccccc2)c2ccccc21 (configuration not stated),-3.3
COc1cccn(Cc2nnc(SCc3ccc(Cl)cc3)n2C)c1=O,-0.6
CCN(CC)C(=O)c1sc(NC(=O)c2cc(-c3ccc(C)o3)nc3ccccc23)c(C(N)=O)c1C,-1.4
O=C(CCCN1C(=O)c2cccc3cccc(c23)C1=O)NC1CCS(=O)(=O)C1 (configuration not stated),2.4
COC(=O)c1cc(S(=O)(=O)N2CCN(c3c(Cl)cncc3Cl)CC2)oc1C,0.3
CCCCOC(=O)Nc1sc(C)c(C)c1C(=O)OCC,-2.8
C#CCOc1ccc(C2C(C#N)=C(N)Oc3cc(O)ccc32)cc1OCC (configuration not stated),1.7
Cc1ccc(C)c(S(=O)(=O)Nc2ccc3oc(C)c(C(=O)O)c3c2)c1,-0.8
Cn1ncc(Br)c1NC(=O)c1ccc(Cl)cc1,0.13
CCOC(=O)Cc1c(C)[nH]c(=O)[nH]c1=O,-1.2
N#CCC(=O)NNC(=S)Nc1ccc(Cl)c(Cl)c1,-0.46
Cc1ccc(C)n1-c1nn(S(=O)(=O)c2cccc3cccnc23)c2cccc(F)c12,-0.88
Cc1cc(C)c(C(N)=O)c(CC(C)(C)C(=O)O)c1,-0.04
# Later entries.
SMILES,Dicer inh
O=C(c1ccccc1)c1ccc2c(c1)OCCO2,-1.1
Cc1oc(-c2ccccc2)nc1CCO,0.44
COc1ccc(NC(=S)Nc2cc3c(c(N)c2C)C(C)(C)CC3(C)C)cc1,0.57
COc1cccc(C2NC(=O)c3c(sc4c3CCN(C)C4)N2)c1OC (configuration not stated),-1
O=C(NNS(=O)(=O)c1cc(C(F)(F)F)cc(C(F)(F)F)c1)c1cc(C(F)(F)F)ccc1Cl,-0.14
CN(C)Nc1ccc([N+](=O)[O-])c(NN(C)C)c1C#N,0.85
O=C(c1nc(SCc2ccc(Cl)cc2)n2ccccc12)C(F)(F)F,1.4
Cc1cc(NC(=O)/C=C\C(=O)O)c([N+](=O)[O-])cc1C,0.16
CC1(C)Cc2c(sc3ncn4nc(-c5ccccc5)nc4c23)C(C)(C)N1,0.77
CCOC(=O)c1c(/N=C/c2ccccc2O)sc2c1CCC2,-3
O=C(NC(=O)N1CCc2ccccc21)c1c(Cl)cccc1Cl,0.69
CCOC(=O)c1cc2c(NC(=O)c3cccc(C(F)(F)F)c3)c(C(=O)OCC)sc2nc1C(F)(F)F,0.55
CCOC(=O)c1c(C)oc2c1c1c(c3ccccc32)OCN(CCCC(=O)O)C1,-3.4
COC(=O)C1=C(C)NC2=C(C(=O)CC(c3ccccc3Cl)C2)C1c1ccc(C)s1 (configuration not stated),0
CC1=C(C(=O)OCc2ccccc2)C(c2cccs2)C2=C(CC(C)(C)CC2=O)N1 (configuration not stated),0.85
COc1ccc(-c2cn3ccccc3n2)cc1,5.8*
CCCNC(=O)N1CCN(c2ncccn2)CC1,-1.4
O=S(=O)(O)CCS,0.32
CCOC(=O)c1c(NC(=O)CSc2nnc(C)c(=O)[nH]2)sc2c1CCC2,0.61
Cc1ccccc1CSc1ncn[nH]1,-1
CCCOc1ccc(C2C(C(=O)OC)=C(C)NC3=C2C(=O)CCC3)cc1OC (configuration not stated),-1.8
O=C(O)c1cc(=O)c2c(Cl)cc(Cl)cc2[nH]1,-0.25
c1nc(N2CCCC2)c2ccsc2n1,-0.74
COC(=O)c1c(C)oc2ccc(OC(=O)N3CCOCC3)cc12,5.7*
COc1cc(C2c3c(oc4ccc(C)cc4c3=O)C(=O)N2Cc2ccc(C)cc2)ccc1O (configuration not stated),-0.34
O=C(CSc1nc(-c2ccccc2)cc(=O)[nH]1)c1ccc(Cl)s1,0.07
O=C(O)CCC12CC3CC(CC(C3)C1)C2,0.77
O=C(CN1CC(=O)Oc2ccccc21)Oc1ccc(F)cc1,-1.2

# Not all compounds are listed; the hit share may differ from the screen's.
